Source: PubChem (Sanford-Burnham Center for Chemical Genomics)
NR3A LBD binder = binders of NR3A ligand-binding domain, primary screen, biophysical, differential scanning fluorimetry, uHTS. 2.5% of 340,000 active. AID 1259313, 2017. NR3A LBD differential scanning fluorimetry, Tm shift; 0% = protein alone, 100% = glycine-bound protein. Tm shift relative to glycine control, % at 25 µM;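 active = melting temperature shift of at least 10% of the positive control shift, at one fixed dose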
tim10-1 inh = growth inhibitors of tim10-1 mutant yeast, primary screen, luminescence, uHTS; S. cerevisiae tim10-1 ts strain growth, BacTiter-Glo, 24 h; 2.2% of 330,000 active; inhibition, % at 20 µM;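 active = inhibition of at least 40%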;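 note: mutant grown at 25 °C; 0% = DMSO wells with yeast and 100% = wells holding no yeast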
Mdm2 MdmX PPI = inhibitors of human Mdm2-MdmX association, primary screen, cell-based, luminescence, split luciferase, SaOS-2, uHTS; SaOS-2 split-luciferase Mdm2/MdmX complementation; inhibition, % at 8 µM; 3% of 330,000 active;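 active = inhibition of at least 50% at 8 µM in the primary screen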
Target sequence (O15151 whole entry, looked up): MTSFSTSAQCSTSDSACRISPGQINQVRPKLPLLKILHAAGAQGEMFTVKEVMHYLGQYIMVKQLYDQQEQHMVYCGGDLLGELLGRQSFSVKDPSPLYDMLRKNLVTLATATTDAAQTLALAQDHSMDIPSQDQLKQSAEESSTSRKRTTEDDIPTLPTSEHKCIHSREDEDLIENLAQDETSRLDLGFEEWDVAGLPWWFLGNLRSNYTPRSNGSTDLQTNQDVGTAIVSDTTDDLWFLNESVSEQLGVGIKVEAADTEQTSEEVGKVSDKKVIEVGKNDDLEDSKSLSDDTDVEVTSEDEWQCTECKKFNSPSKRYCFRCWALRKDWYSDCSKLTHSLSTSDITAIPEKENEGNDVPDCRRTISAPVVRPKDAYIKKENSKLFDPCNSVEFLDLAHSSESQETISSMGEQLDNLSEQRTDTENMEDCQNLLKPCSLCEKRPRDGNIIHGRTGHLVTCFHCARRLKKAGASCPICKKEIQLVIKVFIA
Target sequence (Q00987 whole entry, looked up): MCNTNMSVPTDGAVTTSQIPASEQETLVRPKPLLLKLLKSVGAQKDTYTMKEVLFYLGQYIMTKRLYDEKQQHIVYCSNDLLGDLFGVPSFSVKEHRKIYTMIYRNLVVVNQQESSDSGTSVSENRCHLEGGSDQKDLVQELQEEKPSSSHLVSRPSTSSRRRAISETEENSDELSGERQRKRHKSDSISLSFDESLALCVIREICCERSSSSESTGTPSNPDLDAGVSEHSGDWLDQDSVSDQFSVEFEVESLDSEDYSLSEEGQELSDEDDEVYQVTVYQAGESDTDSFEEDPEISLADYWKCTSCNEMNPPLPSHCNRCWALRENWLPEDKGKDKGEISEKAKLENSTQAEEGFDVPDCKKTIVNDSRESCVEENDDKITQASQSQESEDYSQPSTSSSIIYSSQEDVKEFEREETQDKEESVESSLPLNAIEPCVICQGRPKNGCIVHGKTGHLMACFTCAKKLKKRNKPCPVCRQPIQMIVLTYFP
NLRP3 yeast inh = NALP3 inflammasome inhibitors in reconstituted yeast, primary screen, luminescence, uHTS; 0.39% of 330,000 active; Yeast reconstituted NLRP3/ASC/caspase-1, beta-gal luminescence, 24 h; AID 2825, 2010; inhibition, % at 10 µM;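 active = inhibition of 50% or more; inactive = inhibition below 50%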;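 note: plate controls were induced DMSO wells for no effect and uninduced yeast grown without galactose for full effect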
XBP1 UPR activ = activators of adaptive XBP1 UPR arm, primary screen, cell-based, CHO-XBP1 luciferase reporter, luminescence, uHTS | AID 463104, 2010 | 0.33% of 330,000 active | activation, % at 20 µM | IRE1-XBP1 UPR activation; percent of tunicamycin response, DMSO as zero;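 active = versus positive control, 20 µM dose yields 30% or more activation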;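 note: 100% = tunicamycin at 10 µg/mL and 0% = DMSO only wells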
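Material: CHO cell line with stable XBP1 luciferase reporter; buffer or medium: F12 medium containing 10% fetal bovine serum; compound: single point, 20 µM final compound, 1% DMSO; incubation: 6 h treatment, 37 °C; measured by: glow luminescence from Steady-Glo reagent; evaluation: activation, % of tunicamycin; control set: tunicamycin high, DMSO low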
CHOP UPR activ = activators of apoptotic CHOP UPR arm, primary screen, cell-based, CHO-CHOP luciferase reporter, luminescence, uHTS; UPR activation; percent of tunicamycin response over DMSO baseline; activation, % at 10 µM; 0.34% of 330,000 active; AID 449763, 2010;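 active = at 10 µM dose, activation of 40% or more, normalized to positive control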;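 note: 100% = tunicamycin at 10 µg/mL and 0% = DMSO alone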
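Assay system: CHO cells with stable CHOP pathway luciferase reporter; Buffer or medium: F12 plus 10% serum; Times: 16-18 h cell attachment, then 6 h compound exposure, 37 °C; Signal: luciferase luminescence; Read-out basis: percent activation relative to tunicamycin control; Control set: tunicamycin high control, DMSO low control.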
APJ ag = agonists of human apelin receptor APJ, primary screen, CHO-K1 cells, PathHunter beta-arrestin, luminescence | P35414 | 0% DMSO wells, 100% apelin | activation, % at 20 µM | 0.11% of 330,000 active | AID 2520, 2010;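 active = activation more than six SD over the plate average, tested at 20 µM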;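 note: 0% = DMSO alone and 100% = apelin-13 at 10 nM; some results filed as inactive read as strong as hits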
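Assay system: CHO-K1 cells stably expressing ProLink-tagged human APJ and arrestin–beta-gal acceptor. Compound dosing: 20 µM single point, 1% DMSO. Times: 16-18 h seeding, 90 min dark compound exposure, 60 min detection. Detection: beta-gal luminescence. Evaluation: APJ–arrestin association signal. Controls: negative DMSO alone, positive Apelin-13 at 10 nM.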
TIM10 inh = growth inhibitors of isogenic TIM10 control yeast, primary screen, counter-screen for tim10-1 yeast inhibitor project, luminescence, uHTS; S. cerevisiae TIM10 strain growth, BacTiter-Glo luminescence, 24 h; inhibition, % at 10 µM; 1.4% of 330,000 active;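 active = inhibition of 40% or more at the single tested concentration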;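 note: wild-type TIM10 isogenic control strain grown at permissive 25 °C; 0% = DMSO yeast wells and 100% = minimal medium wells without yeast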
tim23-1 inh = growth inhibitors of tim23-1 mutant yeast, primary screen, luminescence, uHTS. S. cerevisiae tim23-1 growth, BacTiter-Glo luminescence, 24 h. inhibition, % at 20 µM. 1.3% of 330,000 active. AID 463212, 2010;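 active = growth inhibition of the mutant yeast at or above 50%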;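 note: temperature-sensitive mutant grown at 25 °C; plate controls were DMSO-treated mutant yeast for no effect and medium wells lacking yeast for full effect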
An asterisk follows results filed as active; · = no result given.

SMILES | NR3A LBD binder | tim10-1 inh | Mdm2 MdmX PPI | NLRP3 yeast inh | XBP1 UPR activ | CHOP UPR activ | APJ ag | TIM10 inh | tim23-1 inh
Cc1ccc(NC(=O)C2CC(=O)n3c(nc4ccccc43)N2)cc1 (stereo unspecified) | 0 | 8 | 12 | 12 | -3 | 1.1 | -1 | 12 | 10
O=C(Nc1nc2ccc(Cl)cc2s1)c1ccco1 | 2 | 40* | -177 | 20 | -3 | 1.3 | 0 | 39 | 34
O=C(C/C=N/OCc1ccc(Cl)cc1)c1cnc(-c2ccccc2)s1 | -3 | -7 | 11 | 14 | -2 | -2.4 | -5 | -12 | 6
O=C(/C=C/c1c[nH]c2ccccc12)c1cccc2ccccc12 | 28* | 25 | 31 | 30 | 1 | 2.7 | 0 | 37 | 54*
Brc1ccc2c(c1)OCCOCCOCCOCCOCCOCCO2 | 1 | 19 | -19 | 6 | -2 | 1.1 | -2 | 3 | 12
CCOC(=O)c1[nH]c(COC(=O)CCCOc2ccccc2)c(C(=O)OCC)c1C | 0 | 12 | 7 | 0 | -3 | 0.7 | -3 | -9 | 2
COc1ccc(CNC2CC(=O)N(C)C2=O)cc1 (stereo unspecified) | -1 | -10 | -2 | 12 | -2 | -0.4 | -7 | 10 | 1
CCC/C(=N/NC(=O)c1ccccc1Cl)c1ccccc1 | 0 | -8 | 20 | 10 | 0 | 1.9 | -3 | -7 | 14
COc1ccc(C(=O)NCc2c(C)oc(C)c2C(=O)O)cc1 | -2 | -12 | 25 | 19 | -4 | 1.5 | 3 | -11 | -10
CCOc1ccc(C(C(=O)NC2CCCC2)N(CCOC)C(=O)CNC(=O)c2ccco2)cc1 (stereo unspecified) | 0 | 2 | -7 | 22 | -3 | 1.6 | -2 | -6 | 5
Cc1sc2ncnc(SCC(=O)Nc3ncccc3O)c2c1C | -4 | 23 | 1 | -8 | 0 | -0.3 | -1 | 10 | 32
COc1cc(C2C(C#N)=C(N)OC3=C2C(=O)CC(C)(C)C3)ccc1OCCN1CCOCC1 (stereo unspecified) | 1 | -6 | 14 | 15 | -2 | 0.1 | 1 | 8 | 6
Cc1cc(=O)n(C)c(=O)n1CCCNc1ccccc1 | -1 | 7 | -22 | 3 | 1 | -0.6 | 3 | 12 | 8
CN1C(=O)c2cccc(NC(=O)CCc3ccccc3)c2C1=O | 0 | 11 | 17 | 30 | 3 | 0.4 | -4 | -4 | 18
O=C(Nc1ccccc1Cl)c1ccc2nccnc2c1 | 0 | -4 | 14 | 23 | -1 | 3.9 | -4 | 7 | 7
COc1cccc(/C=C2\N=C(SC)SC2=O)c1OC | 4 | 29 | 9 | 12 | 2 | -2.0 | -4 | 28 | 18
CCN1CCN(c2ccc(S(=O)(=O)N3CCCCC3)cc2NC(=O)c2cccc(OC(F)F)c2)CC1 | 0 | 10 | 14 | 30 | 0 | 0.8 | 1 | 16 | 5
O=C(O)CCCN1C(=O)C2C3c4ccccc4C(c4ccccc43)[C@@H]2C1=O (stereo partly specified) | 1 | 18 | 12 | 3 | -2 | 4.1 | -4 | -11 | 14
Cc1ccc(C(=O)NC(C)c2nc3ccccc3n2CC(=O)Nc2c(C)cc(C)cc2C)cc1 (stereo unspecified) | · | -3 | 12 | 0 | -1 | -1.6 | -3 | -6 | -24
CCOc1ccc(NC(=S)NCc2ccco2)cc1 | 0 | 6 | -26 | 17 | 0 | 0.7 | 1 | 12 | -1

5 entries from above, as comma-separated lines.
molecule,NR3A LBD binder,tim10-1 inh,Mdm2 MdmX PPI,NLRP3 yeast inh,XBP1 UPR activ,CHOP UPR activ,APJ ag,TIM10 inh,tim23-1 inh
O=C(Nc1nc2ccc(Cl)cc2s1)c1ccco1,2,40*,-177,20,-3,1.3,0,39,34
O=C(C/C=N/OCc1ccc(Cl)cc1)c1cnc(-c2ccccc2)s1,-3,-7,11,14,-2,-2.4,-5,-12,6
O=C(/C=C/c1c[nH]c2ccccc12)c1cccc2ccccc12,28*,25,31,30,1,2.7,0,37,54*
Brc1ccc2c(c1)OCCOCCOCCOCCOCCOCCO2,1,19,-19,6,-2,1.1,-2,3,12
CCOC(=O)c1[nH]c(COC(=O)CCCOc2ccccc2)c(C(=O)OCC)c1C,0,12,7,0,-3,0.7,-3,-9,2

(cont.)
SMILES | NR3A LBD binder | tim10-1 inh | Mdm2 MdmX PPI | NLRP3 yeast inh | XBP1 UPR activ | CHOP UPR activ | APJ ag | TIM10 inh | tim23-1 inh
Cc1noc(/C=C/c2cccnc2)c1[N+](=O)[O-] | -1 | 55* | 48 | 80* | -3 | 2.3 | -1 | 57* | 44
COc1ccc(/C=N/NC(=O)c2ccc[nH]2)cc1 | -4 | -7 | -61 | 21 | -5 | 1.1 | 0 | -3 | 6
COc1ccc(/C(C)=N/N=C(N)N)c(OC)c1 | 0 | 5 | 0 | -1 | 0 | -2.0 | -1 | -15 | 0
CN(CC1CCOCC1)C(=O)CC1C(=O)NCCN1Cc1cccc(Oc2ccccc2)c1 (stereo unspecified) | 0 | 11 | 13 | 22 | 0 | -0.2 | -4 | 13 | 15
Cc1cc(C(=O)COC(=O)c2ccc[nH]c2=O)c(C)n1-c1ccc(Br)cc1 | -11 | -4 | -7 | 31 | -2 | 2.3 | 0 | 11 | 19
CCOc1ccc(N2CC(C(=O)Nc3ccccc3N3CCOCC3)CC2=O)cc1 (stereo unspecified) | 0 | 18 | 14 | -4 | -1 | -1.0 | -3 | 12 | 5
CS(=O)(=O)N(CC(=O)Nc1ccc(S(=O)(=O)N2CCCC2)cc1)c1ccccc1 | 0 | 1 | -9 | 7 | -4 | -0.7 | 1 | -4 | 17
Cc1ccsc1C(=O)N(CC(C)C)c1c(N)n(Cc2ccccc2)c(=O)[nH]c1=O | -1 | 4 | 18 | 8 | -5 | -1.8 | 2 | -1 | 8
CC(C)[C@H](NS(=O)(=O)c1ccccc1)C(=O)OCC(=O)Nc1cccc(S(N)(=O)=O)c1 | 0 | -11 | 10 | 14 | -1 | 0.4 | -4 | -5 | -6
CCOC(=O)c1c(C2CC2)csc1NC(=O)COC(=O)CCS(=O)(=O)c1ccc(C)cc1 | 0 | 21 | 6 | 1 | 0 | 1.2 | -2 | 23 | 26
COCc1cc(C)nc(OCC(=O)N/N=C/c2ccc(C)cc2)c1C#N | 0 | -32 | 36 | 19 | 1 | 1.3 | -2 | -20 | -11
O=C(CN1C(=O)c2ccccc2C1=O)NC1CCCCCC1 | 0 | 4 | 8 | 18 | -2 | 3.5 | 2 | -8 | 18
O=C(N/N=C/c1ccc2c(c1)OCO2)c1ccc(Br)o1 | 6 | 6 | -27 | 25 | 1 | 3.5 | -1 | 6 | 3
O=C(NC1CCCC1)C1CC(O)CN1C(=O)Nc1ccccc1 (stereo unspecified) | 0 | 0 | 0 | -2 | 2 | -0.3 | -2 | -12 | -2
CSc1nc2c(c(=O)[nH]1)C(c1cccc(Cl)c1Cl)CC(=O)N2 (stereo unspecified) | -2 | 15 | -3 | 18 | -2 | -3.3 | 2 | -2 | 10
Cc1c(/C=N/N2C(=O)C3C4C=CC(C4)C3C2=O)c2ccccc2n1C (stereo unspecified) | 7 | -5 | 6 | 14 | -3 | 3.5 | 2 | -4 | -5
CC(=O)C1=C(O)C(=O)N(CCc2c[nH]c3ccccc23)C1c1ccc(C)cc1 (stereo unspecified) | 0 | 9 | -1 | 6 | 0 | 0.0 | -3 | 8 | 9
O=C(NC1CCCCC1)N(CCN1CCCC1)Cc1cc2cc3c(cc2[nH]c1=O)OCCO3 | 2 | -5 | 25 | 20 | 2 | -0.3 | -3 | -5 | -4
CCN(CC)c1ccc(N2C(=O)/C(=C/c3cccs3)SC2=S)cc1 | 2 | 8 | 52* | 9 | 2 | 2.7 | -2 | -5 | -12
COCCNC(=O)c1cc(-c2cccs2)on1 | -1 | 19 | -21 | 27 | 5 | 3.0 | 0 | -1 | 8
COc1cc(CN2CCC(C(=O)NC3CCCC3)CC2)cc(OC)c1O | 1 | 11 | 6 | -10 | 4 | 0.0 | 0 | 8 | 17
Cc1cc(=O)n2nc(N3CCCC(C(=O)NCCc4ccc(Cl)cc4)C3)sc2n1 (stereo unspecified) | -1 | 13 | 21 | 9 | -6 | -1.4 | 4 | 1 | 13
CCCCN(CC)CCCNC(=O)c1cc2cc3ccc(C)cc3nc2o1 | 0 | 25 | -12 | 8 | -2 | 1.3 | -2 | 32 | 23
Cc1ccc(NC(=O)CSc2sc3c(O)cc(=O)[nH]c3c2C#N)cc1C | -6 | 3 | 0 | 19 | -7 | -0.7 | 1 | -6 | -5
O=C(c1cc2cc(Br)ccc2oc1=O)N1CCCC1 | 2 | -2 | -23 | 8 | -1 | 0.2 | -4 | 3 | 8
CC1CCN(c2c(NCc3ccc(C(=O)N4CCc5ccccc54)cc3)c(=O)c2=O)CC1 | -2 | 11 | 65* | 11 | 9 | 0.6 | -1 | 10 | 14
COc1cc(C(=O)Nc2nc3ccc(C)cc3s2)ccc1OCc1c(C)noc1C | -35 | 6 | 41 | 11 | 5 | 2.8 | -1 | -8 | -7
CCOC(=O)c1c(NC(=O)c2ccc(S(=O)(=O)N3CCOCC3)cc2)sc2c1CC(C)(C)NC2(C)C | 1 | -8 | 55* | 18 | -4 | 4.6 | 4 | 3 | 0
COc1cc(NC(=O)CSc2nnnn2Cc2ccccc2)cc(OC)c1 | 1 | 4 | 0 | 4 | 0 | 2.3 | -2 | -5 | -1
CC(OC(=O)c1cccnc1)C(=O)Nc1ccc2c(c1)OCO2 (stereo unspecified) | -1 | -13 | -13 | 16 | -2 | 1.0 | -3 | -3 | -4
CCOc1ccc(OCc2ccc(C(=O)NCC3CCCO3)o2)cc1 (stereo unspecified) | 0 | 2 | -3 | -6 | 2 | 0.8 | -4 | 7 | 12
COc1ccc(CN2C(=O)[C@@H]3C(c4ccccc4Cl)=NO[C@@H]3C2=O)cc1 | -4 | 15 | 14 | -2 | -2 | 1.2 | -3 | 9 | -3
CCOC(=O)C1CCN(C(c2cc3ccc(C)cc3[nH]c2=O)c2nnnn2C2CCCCC2)CC1 (stereo unspecified) | -1 | 18 | -22 | 3 | -1 | 0.5 | 1 | 18 | 27
Cn1ccsc1=NC(=O)c1ccc(S(=O)(=O)C(F)F)cc1 | -1 | 7 | -16 | 12 | 3 | 5.3 | 0 | 9 | 7
